Compound activity from PubChem.
IDH1 mut inh: blocks human IDH1 R132H reductase activity. AID 624101. O75874. actives 0.18% (n = 70,000). inhibition, % at 10 µM. diaphorase/resazurin fluorescence, 60 min; in the data active = inhibition above about 34%;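 note: 0% = DMSO and 100% = no enzyme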
PRC2 inh: blocks human EZH2/PRC2 H3K27 methylation; DELFIA TRF, 1 h; inhibition, % at 12.5 µM; actives 0.35% (n = 57,000); AID 651548;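 active = mean inhibition of replicates at least 50% and every single replicate also reaching 50%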;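 note: dimethyl H3K27 on biotinylated H3 21-44 peptide detected by antibody; plate controls were median neutral control wells for no effect and median positive control wells for full effect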
Target sequence (Q15910 whole entry, looked up): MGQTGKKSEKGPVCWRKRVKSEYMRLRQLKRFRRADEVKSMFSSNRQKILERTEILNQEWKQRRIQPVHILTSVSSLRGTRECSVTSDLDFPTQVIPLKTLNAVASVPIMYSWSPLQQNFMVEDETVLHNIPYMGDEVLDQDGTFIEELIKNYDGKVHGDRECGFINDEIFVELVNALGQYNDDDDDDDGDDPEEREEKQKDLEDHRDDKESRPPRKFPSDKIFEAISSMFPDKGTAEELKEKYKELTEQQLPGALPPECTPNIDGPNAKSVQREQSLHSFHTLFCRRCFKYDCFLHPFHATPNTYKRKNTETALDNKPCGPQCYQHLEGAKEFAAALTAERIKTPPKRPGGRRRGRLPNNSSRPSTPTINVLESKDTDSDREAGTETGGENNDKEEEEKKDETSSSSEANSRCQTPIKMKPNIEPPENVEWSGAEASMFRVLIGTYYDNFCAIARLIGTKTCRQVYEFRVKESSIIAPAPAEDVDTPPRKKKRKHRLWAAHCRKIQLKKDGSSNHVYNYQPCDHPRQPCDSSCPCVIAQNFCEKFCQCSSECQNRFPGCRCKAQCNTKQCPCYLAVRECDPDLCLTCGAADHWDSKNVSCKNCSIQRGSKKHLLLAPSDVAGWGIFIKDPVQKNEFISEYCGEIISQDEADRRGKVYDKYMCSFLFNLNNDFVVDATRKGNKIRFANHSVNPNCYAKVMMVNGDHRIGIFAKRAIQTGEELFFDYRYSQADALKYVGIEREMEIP
The depositor's hits bear a star; · = no result given.

Every second line gives: PRC2 inh	IDH1 mut inh
> Cc1ccc(S(=O)(=O)Nc2ccc3c(c2)C(=O)N([C@H](C)CO)C[C@H](C)[C@@H](CN(C)S(=O)(=O)c2ccc(Cl)cc2)OCCCC[C@H](C)O3)cc1
 : ·	4.6
> C[C@H]1CN([C@@H](C)CO)C(=O)c2cc(NC(=O)CCN3CCOCC3)ccc2O[C@H]1CN(C)S(=O)(=O)c1ccccc1
 : 1	-0.9
> C[C@H]1CN([C@@H](C)CO)C(=O)Cc2cc(NS(=O)(=O)c3ccccc3)ccc2O[C@@H]1CN(C)S(=O)(=O)c1ccc(Cl)cc1
 : ·	-0.7
> O=C(C[C@H]1CC[C@@H](NS(=O)(=O)c2ccc(F)cc2)[C@H](CO)O1)NCc1ccc(Cl)c(Cl)c1
 : -6	-0.1
> C[C@H](CO)N1C[C@H](C)[C@@H](CN(C)S(=O)(=O)c2ccc(Cl)cc2)Oc2ccc(NS(=O)(=O)c3cn(C)cn3)cc2C1=O
 : ·	-4.6
> COc1ccc(S(=O)(=O)N(C)CC(=O)Nc2cccc(Cl)c2C)cc1C
 : -8	0.5
> O=C(COc1ccc(Br)cc1Cl)NCc1cccnc1
 : -4	0.6
> CCN1CSC(=S)N(CC)C1
 : -9	-4.9
> Cc1ccc(S(=O)(=O)N(C)C[C@@H]2OCCCC[C@H](C)Oc3ccc(NS(=O)(=O)c4ccccc4)cc3C(=O)N([C@@H](C)CO)C[C@@H]2C)cc1
 : ·	1.1
> COC(=O)CCCCCCC(=O)N/N=C/c1cc(O)ccc1O
 : 20	53*
> O=C(CCCCCCC(=O)Nc1ccccc1O)N/N=C/c1ccccc1C(=O)O
 : 12	·
> CC(C)NC(=O)N(C)C[C@H]1OCCCC[C@H](C)Oc2ccc(NC(=O)C3CCCCC3)cc2C(=O)N([C@H](C)CO)C[C@@H]1C
 : -10	·
> COc1ccc(NC(=O)Nc2ccc3c(c2)CC(=O)N([C@@H](C)CO)C[C@H](C)[C@@H](CN(C)S(=O)(=O)c2cn(C)cn2)O3)cc1
 : ·	-28
> C[C@@H]1CN([C@H](C)CO)C(=O)Cc2cc(NC(=O)CCCN(C)C)ccc2O[C@H]1CN(C)C
 : 2	4.0
> C[C@H]1CN([C@@H](C)CO)S(=O)(=O)c2ccc(C#Cc3ccccc3)cc2O[C@@H]1CN(C)C(=O)Cc1ccccn1
 : ·	-0.3
> CN(C)c1ccc2c(c1)[C@H]1C[C@H](CC(=O)NCc3ccccn3)O[C@H](CO)[C@H]1O2
 : 9	-3.5
> COc1ccccc1CNC(=O)c1cc(-c2ccccn2)nc2c(Cl)cccc12
 : 0	-0.4
> O=C(N/N=C/c1ccc(O)cc1)c1ccccn1
 : 13	·
> COc1ccccc1N(CC(=O)Nc1cccc([N+](=O)[O-])c1C)S(C)(=O)=O
 : -2	-0.3
> COc1cccc(S(=O)(=O)N[C@H]2CC[C@@H](CCNC(=O)Cc3ccncc3)O[C@@H]2CO)c1
 : -12	-0.4

The list continues:
Every second line gives: PRC2 inh	IDH1 mut inh
> O=S(=O)(N[C@@H]1CCN(Cc2ccc(OCCO)cc2)C1)c1cc(C(F)(F)F)ccc1Cl
 : -12	·
> Cc1cc(C(C)(C)C)cc(C)c1CC1=NCCN1
 : -1	-0.6
> Cc1cccc(OCCCC(=O)Nc2sc3c(c2C(N)=O)CCCC3)c1C
 : 18	-0.1
> COC(=O)c1c(NC(=O)c2ccc(NS(C)(=O)=O)cc2)sc2c1CCCC2
 : 25	0.0
> CNC[C@H]1Oc2ccc(NS(=O)(=O)c3cn(C)cn3)cc2C(=O)N([C@H](C)CO)C[C@@H]1C
 : -5	-0.3
> C[C@H]1CN([C@@H](C)CO)C(=O)c2cc(C#CC3(O)CCCC3)cnc2O[C@@H]1CN(C)Cc1cncnc1
 : -7	1.2
> C[C@@H]1CCCCO[C@@H](CN(C)Cc2ccncc2)[C@@H](C)CN([C@@H](C)CO)C(=O)c2cc(NC(=O)Cc3ccccc3)ccc2O1
 : 22	-0.3
> COc1ccccc1-c1cnc2c(c1)C(=O)N([C@H](C)CO)C[C@H](C)[C@@H](CN(C)CC1CCOCC1)O2
 : -4	0.0
> COc1ccc(S(=O)(=O)Nc2cccc3c2O[C@@H](CN(C)C(=O)Nc2ccc(F)cc2)[C@@H](C)CN([C@@H](C)CO)C3=O)cc1
 : ·	-1.4
> CCOC(=O)c1cnc(SCC(=O)Nc2ccccc2C)nc1N
 : 23	2.3
> Cc1noc(C)c1NC(=O)Nc1cccc2c1O[C@H](CN(C)Cc1ccncc1)[C@@H](C)CN([C@@H](C)CO)C2=O
 : 0	-0.8
> CN(C)CC(=O)Nc1ccc2c(c1)[C@H]1C[C@H](CC(=O)N3CCCCC3)O[C@@H](CO)[C@H]1O2
 : -4	-0.2
> C[C@H](CO)N1C[C@H](C)[C@@H](CN(C)Cc2ccc(Cl)c(Cl)c2)Oc2ccc(NC(=O)CCN3CCOCC3)cc2C1=O
 : -12	·
> Cc1noc(C)c1S(=O)(=O)Nc1ccc2c(c1)C(=O)N([C@@H](C)CO)C[C@@H](C)[C@H](CN(C)S(=O)(=O)c1cccs1)OCCCC[C@H](C)O2
 : ·	6.2
> O=C(Nc1cc(F)ccc1F)N[C@H]1CC[C@H](CCNC(=O)c2cnccn2)O[C@@H]1CO
 : 4	0.0
> CC(=O)N(C)C[C@@H]1Oc2cc(-c3cccc(C#N)c3)ccc2S(=O)(=O)N([C@H](C)CO)C[C@H]1C
 : 2	10
> C[C@H](CO)N1C[C@H](C)[C@@H](CN(C)CC2CC2)Oc2ccc(NC(=O)CCC(F)(F)F)cc2CC1=O
 : 0	1.7
> C[C@@H]1CN([C@H](C)CO)C(=O)c2cccc(NC(=O)Nc3ccc4c(c3)OCO4)c2O[C@@H]1CN(C)Cc1ccc(C(F)(F)F)cc1
 : ·	1.6
> N#C[C@H]1[C@@H](c2ccc(C3=CCCCC3)cc2)[C@@H](CO)N1C(=O)Cc1ccncc1
 : ·	-0.1
> C[C@H]1CN([C@@H](C)CO)C(=O)c2cc(C#Cc3ccccc3F)cnc2O[C@H]1CN(C)C(=O)Cc1cccnc1
 : 0	·

(cont.)
Every second line gives: PRC2 inh	IDH1 mut inh
> COC(=O)Cc1c(C)nc2nc(NCc3ccccc3)[nH]n2c1=O
 : 0	0.3
> Cc1ccc(S(=O)(=O)Nc2ccc3c(c2)C(=O)N([C@H](C)CO)C[C@@H](C)[C@@H](CN(C)Cc2ccncc2)O3)cc1
 : 13	-0.2
> C[C@H](CO)N1C[C@H](C)[C@@H](CN(C)C(=O)Nc2ccc(C(F)(F)F)cc2)Oc2c(NC(=O)Nc3ccc4c(c3)OCO4)cccc2C1=O
 : ·	1.3
> CC(C)NC(=O)Nc1cccc2c1O[C@H](CN(C)Cc1ccncc1)[C@H](C)CN([C@H](C)CO)C2=O
 : -3	0.7
> C[C@@H](NC(=O)C[C@@H]1C[C@H]2c3cc(NC(=O)CC4CC4)ccc3O[C@H]2[C@H](CO)O1)c1ccccc1
 : -7	1.7
> Cc1noc(C)c1NC(=O)Nc1cccc2c1O[C@@H](CN(C)Cc1ccc(Cl)c(Cl)c1)[C@H](C)CN([C@@H](C)CO)C2=O
 : -19	0.7
> COc1ccc(CN(C)C[C@@H]2Oc3ccc(NC(=O)CCN4CCOCC4)cc3CC(=O)N([C@H](C)CO)C[C@H]2C)cc1
 : 10	0.1
> CC(=O)N[C@H]1CC[C@@H](CC(=O)NCc2ccc(Cl)cc2)O[C@H]1CO
 : -25	-0.1
> CO[C@H]1CN(C)C(=O)c2ccc(NC(=O)c3ccccc3F)cc2OC[C@H](C)N(C)C[C@H]1C
 : 2	·
> CO[C@@H]1CN(C)C(=O)c2cc(NC(=O)C3CC3)ccc2OC[C@H](C)N(C(=O)c2ccccc2F)C[C@H]1C
 : 4	0.0
> C[C@@H]1CN([C@@H](C)CO)C(=O)c2cc(NC(=O)Nc3ccc(C(F)(F)F)cc3)ccc2O[C@@H](C)CCCCO[C@H]1CN(C)C(=O)CCCN(C)C
 : ·	9.7
> C[C@@H]1CN([C@@H](C)CO)C(=O)c2cc(NC(=O)NC3CCCCC3)ccc2O[C@H]1CN(C)C(=O)Nc1cccc2ccccc12
 : -1	-0.5
> O=C(C[C@H]1CC[C@H](NC(=O)Nc2cc(F)ccc2F)[C@@H](CO)O1)NCCCN1CCOCC1
 : 13	0.2
> C[C@@H]1CN([C@@H](C)CO)C(=O)c2cc(NS(=O)(=O)c3ccccc3)ccc2O[C@@H]1CN(C)C(=O)Nc1ccc(F)cc1
 : 4	-1.3
> COc1ccc(NC(=O)N(C)C[C@H]2Oc3ccc(NS(=O)(=O)c4ccc(F)cc4)cc3C(=O)N([C@H](C)CO)C[C@H]2C)cc1
 : ·	0.0
> C[C@@H]1CN([C@H](C)CO)C(=O)c2cc(NS(=O)(=O)c3ccc(F)cc3)ccc2O[C@@H](C)CCCCO[C@@H]1CN(C)Cc1ccccc1
 : ·	2.0
> CN(C)C(=O)C[C@@H]1C[C@@H]2c3cc(NS(=O)(=O)c4ccc(F)cc4)ccc3O[C@@H]2[C@H](CO)O1
 : 7	0.1
> COC(=O)C(C)Sc1nc(N2CCOCC2)nc(N2CCOCC2)n1 (centres undefined)
 : 2	0.0
> CO[C@@H](CN(C)C(=O)Nc1ccc(F)cc1)[C@H](C)CN(Cc1ccccc1Cl)[C@H](C)CO
 : 0	0.0
> CCCNC(=O)N(C)C[C@H]1Oc2cc(-c3ccccc3F)ccc2S(=O)(=O)N([C@H](C)CO)C[C@H]1C
 : 6	-0.5

Entries of single compounds, quoted from the list. Values in the order: PRC2 inh	IDH1 mut inh
C[C@@H]1CN([C@@H](C)CO)C(=O)c2cc(NC(=O)Nc3ccc(C(F)(F)F)cc3)ccc2O[C@@H](C)CCCCO[C@H]1CN(C)C(=O)CCCN(C)C in the list: ·	9.7
COC(=O)Cc1c(C)nc2nc(NCc3ccccc3)[nH]n2c1=O in the list: 0	0.3
COc1ccc(NC(=O)N(C)C[C@H]2Oc3ccc(NS(=O)(=O)c4ccc(F)cc4)cc3C(=O)N([C@H](C)CO)C[C@H]2C)cc1 in the list: ·	0.0
C[C@H](CO)N1C[C@H](C)[C@@H](CN(C)C(=O)Nc2ccc(C(F)(F)F)cc2)Oc2c(NC(=O)Nc3ccc4c(c3)OCO4)cccc2C1=O in the list: ·	1.3
O=C(C[C@H]1CC[C@H](NC(=O)Nc2cc(F)ccc2F)[C@@H](CO)O1)NCCCN1CCOCC1 in the list: 13	0.2

Structures above that have an aryl thioether with sulfur outside any ring (2):
Every second line gives: PRC2 inh	IDH1 mut inh
> CCOC(=O)c1cnc(SCC(=O)Nc2ccccc2C)nc1N
 : 23	2.3
> COC(=O)C(C)Sc1nc(N2CCOCC2)nc(N2CCOCC2)n1 (centres undefined)
 : 2	0.0

Back to the main list, repeating the 2 entries before the break.
Every second line gives: PRC2 inh	IDH1 mut inh
> CO[C@@H](CN(C)C(=O)Nc1ccc(F)cc1)[C@H](C)CN(Cc1ccccc1Cl)[C@H](C)CO
 : 0	0.0
> CCCNC(=O)N(C)C[C@H]1Oc2cc(-c3ccccc3F)ccc2S(=O)(=O)N([C@H](C)CO)C[C@H]1C
 : 6	-0.5
> C[C@@H]1CN([C@H](C)CO)C(=O)Cc2cc(NC(=O)C3CCCCC3)ccc2O[C@@H]1CN(C)CC1CC1
 : -1	-0.3
> O=C(C[C@@H]1C[C@H]2c3cc(NC(=O)Nc4ccccc4)ccc3O[C@H]2[C@@H](CO)O1)NCc1ccccn1
 : 14	-0.3
> C[C@@H]1CN([C@@H](C)CO)C(=O)Cc2cc(NS(=O)(=O)c3cccs3)ccc2O[C@@H]1CN(C)C(=O)Nc1cccc2ccccc12
 : ·	0.4
> C[C@@H]1CN([C@H](C)CO)C(=O)c2cc(NC(=O)CCCN(C)C)ccc2O[C@@H]1CN(C)C
 : ·	11
> CCC(=O)N1C[C@@H](C)[C@H](OC)CN(C)C(=O)c2cc(NS(C)(=O)=O)ccc2OC[C@H]1C
 : -3	0.0
> COc1ccc(Cl)cc1NC(=O)C(C)NS(=O)(=O)c1ccc(Br)cc1 (centres undefined)
 : 3	-0.1

Given as labelled records: part of the list above.
O=C(C[C@@H]1C[C@H]2c3cc(NC(=O)Nc4ccccc4)ccc3O[C@H]2[C@@H](CO)O1)NCc1ccccn1
  PRC2 inh = 14
  IDH1 mut inh = -0.3
C[C@@H]1CN([C@@H](C)CO)C(=O)Cc2cc(NS(=O)(=O)c3cccs3)ccc2O[C@@H]1CN(C)C(=O)Nc1cccc2ccccc12
  PRC2 inh = ·
  IDH1 mut inh = 0.4

The list is partial, so the mix of outcomes need not match the whole.
